LYP phosphatase = inhibitors of LYP phosphatase, biochemical, fluorescence intensity, uHTS (AID 1779); recombinant LYP phosphatase, fluorescence intensity; higher % means a stronger effect; inhibition, % at 11.5 µM; hits with a dose series show IC50 in µM; 290,000 tested, 0.054% active; in the data active means inhibition above about 50%;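 further: plate controls were vehicle with enzyme for no effect and no enzyme for full effect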
GPR55 LPI antagonism = inhibition of LPI-stimulated GPR55 beta-arrestin translocation – imaging, U2OS, beta-arrestin-GFP, LPI agonist, primary screen (AID 2013); U2OS GPR55 beta-arrestin-GFP translocation imaging, LPI antagonism; higher % means a stronger effect; one-dose inhibition, % at 10 µM; IC50 in µM for titrated hits; 290,000 tested, 0.13% active;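 active means spots per cell inhibited over 60%, with over 100 cells counted and total cytoplasm intensity under 500,000; inconclusive means wells with under 100 cells, flagged as likely toxic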;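 further: U2OS cells stably carrying GPR55 and arrestin-GFP stimulated by 5 µM LPI near EC80; imaged beta-arrestin-GFP aggregate spots per cell after agonist stimulation; plate controls were LPI-stimulated DMSO wells for no effect and DMSO wells without LPI for full effect; some results filed as inactive read as strong as hits; confirmed hits need IC50 under 10 µM and bright autofluorescent wells are also inconclusive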
GPR35 arrestin U2OS = inhibition of zaprinast-stimulated GPR35 beta-arrestin translocation – imaging, U2OS, beta-arrestin-GFP, zaprinast agonist, primary screen (AID 2058). U2OS GPR35 beta-arrestin-GFP translocation imaging, zaprinast antagonism; higher % means a stronger effect. one-dose inhibition, % at 10 µM; IC50 in µM for titrated hits. 290,000 tested, 0.052% active;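 active means inhibition of at least 50% with at least 30 cells and total cytoplasm GFP at most 10,000,000; inconclusive means under 30 cells or total GFP of 10,000,000 plus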
Myeloid diff MLP = compounds promoting myeloid differentiation | 360,000 tested, 1% active | AID 624256 | ER-HoxA9 myeloid progenitors, lysozyme-GFP differentiation, flow cytometry | calls only at 10 µM;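 active means normalized GFP-positive differentiation at or above the plate's own cutoff, the solvent-only control mean plus 3 SD; inconclusive means no clear call, values can overlap the other calls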;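 further: cells exposed to compound for four days before flow analysis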
MgcRacGAP inhibition = MgcRacGAP GTPase-activating activity inhibitors, confirmation, biochemical, ADP Hunter fluorescence; AID 624330; one-dose inhibition, % at 30 µM; IC50 in µM for titrated hits; 340,000 tested, 0.6% active; MgcRacGAP-stimulated Rac1 GTP hydrolysis, ADP Hunter fluorescence; higher % means a stronger effect; GST-tagged Rac1 F28L mutant substrate;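 active means first-screen hits whose inhibition reached a set limit at any dose in the follow-up dose series; inconclusive means inhibition above the set first-screen limit but never retested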;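 further: fluorescence reports GDP produced by GAP-driven GTP hydrolysis; strong numbers were not always called active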
NTR1 ag = agonists of NTR1, primary screen, imaging, U2OS cells, beta-arrestin-GFP, high content (AID 493036); P30989; NTR1-U2OS beta-arrestin-GFP spot imaging, agonist mode; activation, % at 20 µM; 330,000 tested, 0.17% active;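 active means activation at or above 40% of the spot to cytoplasm intensity ratio, with at least 20 cells analyzed; inconclusive means wells under 20 cells, flagged as cytotoxic or low count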;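 further: 0% = DMSO without peptide and 100% = 100 nM NTR1 peptide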
Target sequence (P30989 whole entry, looked up): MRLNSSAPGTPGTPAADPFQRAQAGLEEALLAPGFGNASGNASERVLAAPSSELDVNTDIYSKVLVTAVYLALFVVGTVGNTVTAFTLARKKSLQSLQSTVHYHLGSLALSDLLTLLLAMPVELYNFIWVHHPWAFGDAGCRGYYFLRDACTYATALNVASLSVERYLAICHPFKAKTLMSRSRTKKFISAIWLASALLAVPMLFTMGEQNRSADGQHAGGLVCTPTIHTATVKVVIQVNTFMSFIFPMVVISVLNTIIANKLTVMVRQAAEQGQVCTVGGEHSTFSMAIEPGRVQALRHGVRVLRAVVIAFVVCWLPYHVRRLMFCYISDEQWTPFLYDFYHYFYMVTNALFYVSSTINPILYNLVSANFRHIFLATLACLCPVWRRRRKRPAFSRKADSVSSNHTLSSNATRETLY
SIAH1 antagonists = blockers of Siah-1 interaction with plectin peptide – biochemical, fluorescence polarization, rhodamine-plectin, uHTS, primary screen (AID 1817); Siah-1 / rhodamine-plectin peptide fluorescence polarization; higher % means a stronger effect; displacement, % at 20 µM; hits with a dose series show IC50 in µM; 290,000 tested, 0.02% active;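 active means displacement of at least 50% at 20 µM, with a fluorescence ratio check between 0.3 and a set limit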;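 further: plate controls were Siah plus tracer with DMSO for no effect and tracer alone without Siah for full effect; strong numbers were not always called active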
Salmonella PhoP GFP = PhoP-dependent GFP reporter repression – Salmonella Typhimurium, primary screen (AID 1863); S. Typhimurium PhoP-regulated promoter GFP reporter, 4 h; higher % means a stronger effect; inhibition, % at 50 µM, or IC50 in µM where a hit was titrated; 300,000 tested, 0.16% active;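 active means inhibition over 29.93%, a cutoff 3 SD above the screen mean, later confirmed by dose response; inconclusive means inhibition over 29.93% but no dose response follow-up; inactive means inhibition at most 29.93% or unconfirmed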;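 further: 0% = low Mg2+ inducing control and 100% = high Mg2+ repressing control; strong numbers were not always called active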
HIV peptide binding = cell-free HIV fusion peptide-binding blockers – biochemical, uHTS, fluorescence dequenching, primary screen (AID 1986); cell-free peptide binding, fluorescence dequenching, 30 min; higher % means a stronger effect; one-dose inhibition, % at 20 µM; IC50 in µM for titrated hits; 290,000 tested, 0.3% active; in the data active means inhibition mostly above about 52%, no sharp cut-off; inactive means mostly below about 76%; further: some results filed as inactive read as strong as hits
NTR1 ag cell count 20 µM = second read-out of NTR1 ag, no call of its own (marks repeat the call); cell count; measured here: cell count, cytotoxicity flag
Myeloid diff MLP GFP+ MAC1+ % = further read-out of Myeloid diff MLP, marked with its call; GFP+ MAC1+ double positive, %; measured here: differentiation confirmed by MAC1 staining
* marks the source's active call; other numbers are inactive results; i = inactive; ? = inconclusive; nt = no result given. Rows are unselected; any-hit rate near 2.4%.

SMILES	LYP phosphatase	GPR55 LPI antagonism	GPR35 arrestin U2OS	Myeloid diff MLP	Myeloid diff MLP GFP+ MAC1+ %	MgcRacGAP inhibition	NTR1 ag	NTR1 ag cell count 20 µM	SIAH1 antagonists	Salmonella PhoP GFP	HIV peptide binding
CC(NC(=O)Nc1nnc(C(F)(F)F)s1)N1C(=O)C2C3C=CC(C3)C2C1=O (configuration not stated)	-4.5%	10.1%	-9.6%	i	0.5	12.6%	-0.9	38	3.9%	-15.5%	0.7%
Cc1ccc(-n2ncc(C#N)c2/N=C/N2CCN(C)CC2)cc1	-7.0%	1.6%	-4.1%	i	0.1	4.9%	-2.4	71	4.5%	1.2%	1.9%
N#Cc1nc(-c2ccccc2)oc1NCC1CCCO1 (configuration not stated)	-12.3%	9.1%	-5.4%	i	0.9	4.4%	0.3	68	2.7%	10.1%	-2.0%
Cc1cc(OCC(=O)Nc2cc(S(=O)(=O)N3CCOCC3)ccc2N2CCCC2)ccc1C(C)C	nt	nt	nt	i	1.0	2.5%	2.1	55	nt	8.8%	nt
CCOc1ccc2c(C)c(Cl)c(=O)oc2c1	-14.7%	21.3%	17.5%	i	1.2	6.9%	-0.2	38	-0.4%	-4.9%	1.4%
COC(=O)N1[C@H](C)C=C[C@]1(Cc1ccccc1)C(=O)O	-3.5%	10.8%	4.0%	i	1.6	-0.1%	-0.3	81	-6.0%	3.9%	-2.0%
COC(=O)c1ccc(OCC(O)Cn2nnc3ccccc32)cc1 (configuration not stated)	-0.9%	7.2%	7.5%	i	6.6	4.8%	-1.4	40	2.7%	13.0%	1.4%
CCN(CC)C(=O)c1c(NC(=O)c2ccccc2)sc(C)c1C	-5.6%	0.8%	10.8%	i	0.9	2.5%	1.1	57	-3.6%	-3.8%	0.4%
COc1cc(C)ccc1OCc1cc(C(=O)N(Cc2c(C)nn(C)c2C)C2CC2)no1	-7.7%	20.0%	0.3%	i	2.6	10.5%	-1.0	64	6.7%	-4.0%	0.5%
Cc1cccc(-n2ncc3c(NC(C)C)ncnc32)c1	-4.4%	8.0%	-12.8%	i	1.7	3.6%	2.3	82	15.7%	1.8%	-2.4%

A few values from the list.
COC(=O)c1ccc(OCC(O)Cn2nnc3ccccc32)cc1 (configuration not stated) in HIV peptide binding has 1.4%
Cc1ccc(-n2ncc(C#N)c2/N=C/N2CCN(C)CC2)cc1 in MgcRacGAP inhibition has 4.9%

(continued)
SMILES	LYP phosphatase	GPR55 LPI antagonism	GPR35 arrestin U2OS	Myeloid diff MLP	Myeloid diff MLP GFP+ MAC1+ %	MgcRacGAP inhibition	NTR1 ag	NTR1 ag cell count 20 µM	SIAH1 antagonists	Salmonella PhoP GFP	HIV peptide binding
CCN1C(=O)[C@H]2[C@@H](c3ccc(-c4cccc(Cl)c4)cc3)N[C@@](C)(C(=O)OC)[C@H]2C1=O	nt	nt	nt	i	0.8	14.0%	1.6	44	nt	-6.1%	nt
O=C(c1cccc([N+](=O)[O-])c1)N1CCN(c2ccc(Cl)cc2)CC1	-9.2%	-8.9%	4.0%	i	0.9	8.1%	3.5	57	-9.5%	-13.4%	-1.8%
O=C(CNC(=O)c1ccccc1)OC(C(=O)c1ccccc1)c1ccccc1 (configuration not stated)	-6.1%	3.2%	-3.8%	i	0.0	13.3%	2.3	80	7.6%	10.0%	-1.0%
Cc1nc(N2CCOCC2)c2c(C)c(C(=O)Nc3ccc(F)cc3F)sc2n1	1.1%	3.4%	7.2%	i	0.1	6.0%	1.1	62	2.2%	-6.1%	2.7%
CCc1ccc(C(=O)Nc2cccnc2Oc2ccc(Cl)cc2)cc1	0.4%	3.3%	9.7%	i	1.1	-9.2%	0.8	63	3.8%	0.5%	3.8%
CCOC(=O)/C(=C/c1ccc(N2CCC(c3ccccc3)=N2)cc1)C(C)=O	4.5%	5.0%	19.0%	i	0.2	-4.8%	nt	nt	10.2%	-22.8%	151.1%
COC(=O)CSc1nc2cc3c(cc2cc1C)OCCO3	-3.4%	-4.4%	18.6%	i	7.3	4.5%	2.4	61	-1.3%	10.0%	0.5%
Cc1ccc(NC(=O)CSc2nc3ccccc3c(=O)n2CCCC(=O)NCCCN2CCOCC2)cc1C	-1.5%	0.1%	10.9%	i	0.5	1.5%	-0.2	55	-12.8%	-9.1%	-1.4%
CCS(=O)(=O)c1ccc(O)c(NC(=O)COc2ccc(Cl)cc2)c1	-3.9%	0.5%	-3.4%	i	0.3	8.9%	0.0	46	3.4%	7.6%	-1.7%
Cc1nn2c(NCCOCCO)c3c(nc2c1-c1ccccc1)CCCC3	-8.2%	6.9%	3.5%	i	3.6	12.6%	3.7	36	2.4%	6.1%	-3.8%

3 entries already listed, sorted by their value in Salmonella PhoP GFP, descending.
smiles	Salmonella PhoP GFP
Cc1nn2c(NCCOCCO)c3c(nc2c1-c1ccccc1)CCCC3	6.1%
CCN1C(=O)[C@H]2[C@@H](c3ccc(-c4cccc(Cl)c4)cc3)N[C@@](C)(C(=O)OC)[C@H]2C1=O	-6.1%
CCOC(=O)/C(=C/c1ccc(N2CCC(c3ccccc3)=N2)cc1)C(C)=O	-22.8%

Other records follow.
SMILES	LYP phosphatase	GPR55 LPI antagonism	GPR35 arrestin U2OS	Myeloid diff MLP	Myeloid diff MLP GFP+ MAC1+ %	MgcRacGAP inhibition	NTR1 ag	NTR1 ag cell count 20 µM	SIAH1 antagonists	Salmonella PhoP GFP	HIV peptide binding
CC(C)Oc1ccc(C(=O)Nc2ccc(Cl)c(S(=O)(=O)Nc3ccc(Cl)cc3)c2)cc1	-0.3%	20.1%	7.6%	i	0.6	3.4%	5.4	49	1.2%	-0.9%	2.6%
O=C(Nc1c(C(=O)N2CCOCC2)oc2ccccc12)c1ccccc1Cl	-7.1%	-34.0%	10.8%	i	5.6	1.6%	-0.1	70	-5.0%	-3.4%	0.5%
O=C(Nc1ccc(F)cc1)c1cc(S(=O)(=O)N2CCOCC2)cs1	-0.7%	3.2%	-9.2%	i	5.4	9.8%	0.9	57	-2.2%	-0.5%	1.8%
CS(=O)(=O)c1ccc(C(=O)OCC(=O)Nc2cccc(S(=O)(=O)N3CCCC3)c2)cc1	nt	nt	nt	i	0.4	1.9%	-1.2	103	nt	-6.8%	nt
COc1ccc(NC(=O)CN(C)C(C)C(=O)NC(=O)NC2CCCCC2)cc1 (configuration not stated)	-5.8%	-11.0%	8.9%	i	1.3	6.3%	0.1	60	-0.3%	-4.3%	0.1%
Cc1cc(C)cc(NC(=S)N2CCCC2)c1	0.5%	15.6%	10.5%	i	0.9	4.8%	-0.5	65	2.0%	-5.0%	-1.0%
CC(=O)Nc1ccc(S(=O)(=O)N(CCO)Cc2ccccc2)cc1	-4.0%	-1.8%	6.4%	i	2.2	5.9%	-2.1	79	1.8%	6.5%	-0.5%
COc1ccc(-n2ncc3c(SCC(=O)NNC(C)=O)ncnc32)cc1	-6.7%	-13.7%	4.3%	i	0.3	4.2%	-1.2	107	-0.7%	-9.0%	-1.4%
CC1(C)CC(O)(CCNCc2ccc3c(c2)OCO3)CCO1 (configuration not stated)	-0.5%	14.3%	-0.2%	i	2.0	6.4%	-2.2	99	3.2%	-6.2%	-0.5%
COc1ccnc(N=CNOCc2ccc(F)cc2Cl)c1C#N	-3.0%	18.5%	-13.7%	i	2.6	-3.0%	0.5	43	-0.8%	0.2%	-2.4%
CCN(C(=O)c1ccc2c(Cl)c3c(nc2c1)CCC3)c1cccc(C)c1	-1.5%	10.5%	10.1%	nt	nt	nt	nt	nt	3.7%	4.8%	1.7%
CCCC1(c2ccccc2)NC(=O)NC1=O (configuration not stated)	-7.7%	10.5%	18.6%	i	0.8	-0.1%	-1.0	36	11.1%	-2.6%	0.4%
COc1ccc(/C=C/C(=O)N2CCOCC2)cc1OC	-2.9%	13.0%	4.1%	i	0.6	10.8%	1.0	55	-0.3%	-8.2%	1.4%
Cc1nc2ccc(S(=O)(=O)NCC(=O)NCCc3ccc(Cl)cc3)cc2s1	-9.4%	3.2%	4.9%	i	3.5	10.8%	-0.3	75	9.1%	-4.3%	-0.4%
c1ccc(CSCCc2ccncc2)cc1	-10.0%	-1.6%	-15.9%	i	1.4	3.1%	0.5	46	1.6%	21.8%	-1.8%
COc1ccc(N2CCN(c3oc(COc4ccccc4)nc3C#N)CC2)cc1	-2.8%	6.3%	-12.2%	i	0.5	10.1%	4.8	58	-5.7%	-3.2%	-2.5%
Cc1ccc2nsnc2c1NC(=O)c1cccnc1Cl	-3.1%	3.9%	-3.5%	i	0.3	-1.7%	-2.1	84	4.0%	2.1%	-1.6%
COc1ccc(C(=O)NCC2OCCc3ccccc32)c(O)c1 (configuration not stated)	-3.6%	3.6%	2.5%	i	0.7	4.0%	-2.3	53	3.3%	14.1%	2.2%
CC1(C)CC(=O)C=C(Nc2ccccn2)C1	-4.9%	-11.9%	-2.5%	i	2.1	-0.7%	-0.5	103	-0.9%	-7.5%	-0.3%
O=C(CN1CCN(Cc2ccccc2F)C1=O)NCc1ccco1	-1.4%	9.2%	-4.2%	i	1.0	2.9%	0.0	79	1.4%	0.8%	5.4%
CCc1c(C)nc2nc(NC(C)=O)[nH]n2c1=O	-0.6%	17.0%	-2.3%	i	10.2	2.3%	-1.5	63	0.5%	-12.3%	-1.6%
Cc1cc2nc3c(=O)[nH]c(=O)[nH]c3nc2c([N+](=O)[O-])c1N	1.9%	1.8%	4.5%	i	0.5	6.2%	nt	nt	92.3%	-104.4%	146.1%
CC1(C)Cc2nc3sc4c(SCC(=O)NCc5ccco5)ncnc4c3cc2CO1	-0.7%	-5.9%	0.1%	?	nt	10.9%	0.5	48	-1.3%	8.1%	4.2%
O=C(COC(=O)Cc1ccccc1[N+](=O)[O-])NCc1ccccc1Cl	-6.2%	5.4%	2.4%	i	0.4	16.2%	-1.3	78	4.4%	-1.0%	-0.5%
CCCCn1c(N)c(N(CCC(C)C)C(=O)c2ccc(C)c(S(=O)(=O)N3CCOCC3)c2)c(=O)[nH]c1=O	nt	nt	nt	i	1.4	3.5%	0.0	47	nt	-1.2%	nt

High-throughput results deposited in PubChem by several laboratories.
